AID inhibitor – blocks human AID cytidine deaminase activity. Potency, µM (titrated, usually from 115 µM), for inactives: top-dose activity change, negative = inhibition, usual class: inhibitors. 91,000 compounds, 0.32% hits. AID deamination FRET fluorescence, UDG-coupled, 4 h. Q9GZX7; also: nearly all actives have a fitted effect of over 25% in size
Target sequence (Q9GZX7 whole entry, looked up): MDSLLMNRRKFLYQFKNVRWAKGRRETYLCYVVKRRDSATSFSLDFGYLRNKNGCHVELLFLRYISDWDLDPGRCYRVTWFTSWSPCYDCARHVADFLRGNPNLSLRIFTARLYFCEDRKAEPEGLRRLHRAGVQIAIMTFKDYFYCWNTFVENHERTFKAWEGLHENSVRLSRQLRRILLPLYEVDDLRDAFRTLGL
UDG counter – UDG inhibition counter-screen; FRET deamination/UDG coupled assay, UDG read, 4 h; Potency, µM (top dose mostly 115 µM), without a hit: at the top dose activity change, negative = inhibition, actives largely listed as inhibitors; 91,000 compounds, 0.14% hits; AID 1347430; also: nearly all actives have a fitted effect of over 65% in size
An asterisk follows results filed as active; ? = inconclusive; [ ] = another dose, or the depositor's remark. Calls follow the shape of the dose curve; as a rule, active = well fitted curve in the direction sought with a large enough effect; inconclusive = small, poorly fitted or top-dose-only effect, or another doubt; inactive = no such curve, though single readings can be large; an effect the other way counts as inactive or inconclusive. % is scaled to controls: 0 for no effect and ±100 for the full control effect; potency is read from the fitted curve at half-maximal effect. These rows are one share of the data, so the mix of outcomes need not match the whole.

canonical_smiles	AID inhibitor	UDG counter
CCCCNC(=S)NC1CCCC(C)C1C (configuration not stated)	-1%	4%
COCc1ccc(CNC(=O)CC(C)C)cc1	-1%	0%
CCCC(=O)Nc1ccc(CNCc2ccc(F)cc2F)cc1	5%	3%
Cc1c(NC(=O)c2ccc(-c3ccc(F)cc3)o2)cccc1-c1nc2ncccc2o1	?	-19%
Cc1ccn2c(Nc3ccccc3)c(-c3c[nH]c4ccccc34)nc2c1	-7%	6%
Cc1ccc(CNC(=O)CCc2c(C)nc3nc(C)nn3c2C)cc1	7%	-3%
C=CCn1c(=O)c2c(nc(-n3nc(C)cc3C)n2CC(C)C)n(C)c1=O	-4%	-4%
CCOc1ccc(C(=O)N2CCN(Cc3cc(=O)n4nc(-c5ccccc5Cl)sc4n3)CC2)cc1	144%[activator]	34%[activator]
Cc1cc(C)c2c(-n3cccc3)nn(CCCC(=O)Nc3ccc(F)cc3C)c2n1	-10%	6%
Cc1cn2c(=O)c(S(=O)(=O)NCCc3ccccc3)c(C)nc2s1	-5%	0%
CN(Cc1ccccc1)CC(C#N)C(O)c1ccncc1 (configuration not stated)	12%	5%
NCCCCNCCCN	17%	3%
O=C(CN1CCC(C(=O)NCc2ccco2)CC1)NC1CCCC1	3%	-9%
Cn1nc(C(=O)N2CCOCC2)cc1C(=O)Nc1ccc(F)c(F)c1	3%	0%
Cc1cccc(-c2nc(CN3CCCC(C(=O)NCCc4ccc(Cl)cc4)C3)c(C)o2)c1 (configuration not stated)	?	?
CCOC(=O)c1cnc2ccc(C(=O)OC)cc2c1Nc1ccc(N2CCOCC2)cc1	?	-3%
COCC(=O)O[C@]1(CCN(C)CCCc2nc3ccccc3[nH]2)CCc2cc(F)ccc2[C@@H]1C(C)C	-28%	-5%
O=C(CSc1nc2nc[nH]c2c(=O)[nH]1)c1ccccc1	4%	0%
CC(=O)c1cccc(Nc2cc(C)nc3nc(-c4ccccc4C)nn23)c1	61%[activator]	-3%
CC(=O)c1cn(CC(=O)N2CCC(C(=O)O)CC2)c2ccccc12	5%	6%
N#Cc1ccc(OCCOC(=O)c2cccc(Cl)c2)cc1	-10%	-11%
Clc1cccc(CNc2ncnc3c2nc2n3CCCC2)c1	-6%	0%
CCOC(=O)c1c(NC(=O)CSc2cn(CCNC(=O)c3ccc(OCC)cc3)c3ccccc23)sc2c1CCCC2	?	-4%
Nc1ccc([N+](=O)[O-])cc1NS(=O)(=O)c1ccc2ccccc2c1	1%	-1%
O=C(Cc1cccc2ccccc12)N/N=C/c1ccsc1	-2%	-1%
O=C(O)CC1C(=O)NCCN1CC1CCCCC1 (configuration not stated)	1%	-1%
O=C(/C=C/c1ccc(F)cc1)NCCCCc1ccccc1	-6%	-8%
O=C(c1ccccc1F)N1N=C(c2ccsc2)CC1c1ccc2nccnc2c1 (configuration not stated)	-19%	-3%
COc1cccc(N=Cc2ccc(N(C)C)cc2)c1	51%[activator]	-3%
Cc1nn(Cc2ccc(Cl)cc2)c(C)c1NC(=O)c1noc2c1CCc1ccccc1-2	?	?
COc1ccc(NS(=O)(=O)c2cc(-c3cnc(C4CC4)o3)ccc2C)cc1OC	-18%	-18%
CN(C1CCCCC1)S(=O)(=O)c1ccc2c(c1)c(=O)c(C(=O)NCc1ccc(F)cc1)cn2C	-3%[57.5 µM]	0%[57.5 µM]
Cc1ccccc1OCC(=O)OCC(=O)NC12CC3CC(CC(C3)C1)C2	1%	4%
Cc1ccc(-c2nc(S(=O)(=O)c3ccc(Cl)cc3)c(N3CCCCC3)o2)cc1	-8%	?
CCc1cc2c(CN3CCN(c4ccccc4O)CC3)cc(=O)oc2cc1O	-5%	-6%
CCCn1c(=O)c2sccc2n2c(CCCC(=O)NC3CCC(C)CC3)nnc12 (configuration not stated)	2%	5%
Cn1cc(-c2cc(-c3cnn(C)c3)[nH]n2)cn1	1%	-1%
Cc1ccc(OCCSc2nnc(-c3cccs3)o2)cc1Cl	0%[57.5 µM]	-15%[57.5 µM]
CC(C)CCCNC(=O)NC(C)c1ccc(C#N)cc1 (configuration not stated)	-7%	-3%
CCCn1c(=O)[nH]c(=O)c2c(C(=O)OCC)cc(-c3cccs3)nc21	5%	-6%
CC(C)=CC(=O)Nc1ccccc1C(C)(C)C	1%	-7%
Cc1cc(C)cc(C(=O)N2CCN(C(=O)c3cccc4cccnc34)CC2)c1	-14%	-18%
O=C(CCS(=O)(=O)c1cc(Br)cc2c1N(C(=O)C1CC1)CC2)Nc1ccc(Br)cc1F	12%	1%
CN(C)CCCOC(=O)/C=C/c1ccccc1	8%	8%
Cc1nc2c(cnn2C(C)C)cc1C(=O)Nc1nc(-c2ccc(Cl)cc2)cs1	1%	-5%
O=C(CSc1nnc(-c2ccco2)n1C1CCCCC1)Nc1ccccc1C(=O)NC1CC1	1%	8%
Cc1c(C(=O)NCc2ccccn2)sc2ccccc12	-9%	-9%
CCCCNC(=O)c1cccc(NC(=O)Cc2ccccc2)c1	0%	-5%
COc1ccc(N(CC(=O)NCCc2cccc(C)c2)S(=O)(=O)c2c(C)nn(C)c2C)cc1	-25%	0%
COc1cc(OC)c(NC2(c3ccccc3)C(=O)c3ccccc3C2=O)cc1Cl	22%	5%
CCN(CC)c1ccc(NC(=O)COc2ccc3c(=O)c(Oc4ccccc4F)c(C)oc3c2)cc1	1%	2%
CCc1ccc(/C=N/NC(=O)C(O)(c2ccccc2)c2ccccc2)cc1	-7%	0%
O=C(COc1ccccc1Cl)NCC1(N2CCOCC2)CCCCC1	-22%	-13%[57.5 µM]
COc1cc(C2c3c(-c4ccccc4O)n[nH]c3C(=O)N2CCO)ccc1OCc1ccccc1 (configuration not stated)	-15%	-11%
Cc1cc(C)c(NC(=O)CN2C(=O)c3cccnc3Oc3ccc(C)cc32)c(C)c1	-7%	2%
Cc1ccc(C(=O)NCCC2=CCCCC2)s1	11%	-2%
COc1cc(C(=O)N2CCc3c([nH]c4ccccc34)C2c2ccc(C)cc2)cc(OC)c1OC (configuration not stated)	-2%	-11%[57.5 µM]
Oc1ccc(-n2nnnc2SCc2cc(Cl)c3c(c2)OCCCO3)cc1	-12%	3%
COc1ccc(NC(=O)CSc2nc(C)cc(C)c2C(=O)Nc2ccccc2OC)cc1	-1%	1%
CC(=O)c1cc2c(cc1O)CCCC2	-4%	5%

The list goes on.
canonical_smiles	AID inhibitor	UDG counter
COc1ccc(/C=C/C(=O)Oc2ccc(OC)cc2)cc1	3%	-1%
COc1ccc(-c2cc(C(=O)O)c3ccccc3n2)c(OC)c1	0%	7%
CCOC(=O)C(Cc1ccc(C(F)(F)F)cc1)(NC(C)=O)C(=O)OCC	1%	-2%
CSc1cccc(NC(=O)Cn2c(=O)n(Cc3ccccc3)c(=O)c3sc4ccccc4c32)c1	-22%	-15%
COC(=O)c1ccc2c(c1)N(Cc1ccc(F)cc1)C(=O)c1ccccc1S2	0%	-6%
CCc1ccccc1NC(=O)Cn1ccn(-c2cc(C)cc(C)c2)c(=O)c1=O	11%	4%[57.5 µM]
CC1=Nc2cc(C(=O)NC3CCCC3)ccc2Sc2ccc(Br)cc21	?	-1%
CCOc1ccc(N(C(=O)c2ccccc2F)S(=O)(=O)c2ccc3c(c2)n(C)c(=O)n3C)cc1	11%	31%[activator]
Cc1ccc(CNC(=O)CCc2c(C)nn(-c3ccc(N4CCOCC4)nn3)c2C)cc1	3%	2%
CCn1c(=O)n(-c2ccc3c(c2)OCO3)c2nc(-c3cccc(OC)c3OC)nc(C(N)=O)c21	12%	-4%
CC(C)(C)c1ccc(NC(=O)c2nccnc2N)cc1	-8%	0%
Cc1c(-c2nsc(NC(=O)c3cccs3)n2)nnn1-c1ccc(Br)cc1	2%	-7%
COc1cccc(NC(=O)C(=O)NCC(c2cccnc2)N2CCN(c3ccccc3)CC2)c1 (configuration not stated)	-4%	28%
O=C(CCNC(=O)C1CCCC1)NC1CC1	-5%	1%
COc1ccc(-c2noc(CSc3nnc(C)n3-c3ccc(OC)cc3)n2)cc1	?	?
O=C(O)CCN1CCN(CCO)CC1	15%	6%
COc1cc(NC(=O)N2CCC(CN3CCOCC3)CC2)cc(OC)c1OC	-3%	-8%
Cc1ccc2cccc(NC(=O)c3ccc(-c4ccc(Br)cc4)o3)c2n1	37%[activator]	-10%
COc1ccc2c(c1)c(C(=O)O)c(C)n2-c1ccc(I)cc1	-19%	-8%
Cc1ccc(S(=O)(=O)C(CNC(=O)C(=O)NCCc2ccccc2)c2cccs2)cc1 (configuration not stated)	31%[activator]	10%
COc1cc(/C=C/c2nc(C#N)c(NCc3ccc4c(c3)OCO4)o2)cc(OC)c1OC	-7%	-7%
Cc1cc(C)cc(-c2nc(-c3ccc(Br)cc3)no2)c1	-7%	-3%
NCCC(=O)Nc1cc(F)ccc1F	-2%	-1%
CCc1ccc(NC(=O)CN2CCN(C3CCCCC3)C(=O)C2=O)cc1	5%	-1%
COc1cc(C2N=C(N)Nc3nc4ccccc4n32)ccc1OCCC(C)C (configuration not stated)	-11%	-2%
Cc1cccc(N2CCN(S(=O)(=O)c3c(C)nc4scc(C)n4c3=O)CC2)c1C	-11%	-2%
CN1CCN(c2nc3cc(C(F)(F)F)ccc3n3cccc23)CC1	-17%	-14%
CCc1ccc2oc(-c3ccc(C)c(NC(=O)c4ccc(C#N)cc4F)c3)nc2c1	11%	15%
CCOC(=O)COc1ccc(CC)cc1C(=O)c1ccn2nc(-c3ccc(C)cc3)cc2n1	-15%	-6%
CCc1c(C)sc(NC(=O)C2CCCC2)c1C#N	61%[activator]	0%
CCc1ccc2oc(C(=O)NCC(c3cccs3)N3CCCCC3)cc(=O)c2c1 (configuration not stated)	-15%	-5%
FC(F)(F)c1cc(-c2cccs2)nc2sc3ccccc3c12	3%	-5%
COc1ccc(N(C)C(=O)c2oc(=O)c3ccccc3c2-c2ccc(C)cc2)c(OC)c1	-9%	-2%
COc1ccc(OC)c(CCNC(=O)c2ccc(CS(=O)Cc3cccc(Cl)c3)o2)c1 (configuration not stated)	-13%	6%
O=C(NCCc1ccc(Cl)cc1)c1cccn1-c1nnc(N2CCCC2)s1	?	14%
Cc1ccc(-c2nc(N3CCCC(C)C3)c3ccccc3n2)cc1 (configuration not stated)	-23%	-3%
COc1cc(-c2nc3nc[nH]n3c2Nc2ccc(C(C)C)cc2)ccc1O	?	-7%
Cc1c(C(=O)NCc2ccco2)oc2c1/C(=N/O)CCC2	98%[activator]	-3%
CC(C)(C)C(=O)/C=c1/[nH]c(=O)/c(=C/c2ccccc2C(F)(F)F)s1	-9%	-5%
CCOc1ccccc1C(N)=S	6%	-10%
O=C1CC(c2nc(-c3ccc(Cl)cc3)no2)CN1c1ccc2c(c1)OCCO2 (configuration not stated)	6%	?
CONC(=O)C(C)NC(=O)/C=C/c1ccccc1 (configuration not stated)	1%	3%
O=C(Cc1ccccc1)Nc1sc2c(c1C(=O)Nc1ccccc1)CCCCC2	2%	-18%
CCCCn1c(CCC(=O)O)nc2c1c(=O)[nH]c(=O)n2CCC	4%	-4%
CCCn1c(=O)c2c(nc3n2CCN3c2ccc(C)cc2)n(C)c1=O	4%	6%

The final five entries of the part before lead into the next.
canonical_smiles	AID inhibitor	UDG counter
O=C1CC(c2nc(-c3ccc(Cl)cc3)no2)CN1c1ccc2c(c1)OCCO2 (configuration not stated)	6%	?
CONC(=O)C(C)NC(=O)/C=C/c1ccccc1 (configuration not stated)	1%	3%
O=C(Cc1ccccc1)Nc1sc2c(c1C(=O)Nc1ccccc1)CCCCC2	2%	-18%
CCCCn1c(CCC(=O)O)nc2c1c(=O)[nH]c(=O)n2CCC	4%	-4%
CCCn1c(=O)c2c(nc3n2CCN3c2ccc(C)cc2)n(C)c1=O	4%	6%
O=C(O)c1cncnc1/C=C/c1ccc2ccccc2c1	22%	5%
CCCn1c(=O)c2sc(N3CCCC3)nc2n(CC(=O)Nc2ccccc2OCC)c1=O	-7%	2%
CCCc1nc(NCc2ccncc2)c(C#N)c2c1CCCC2	-17%	-12%
COc1ccc(NC(=O)CCCc2nnc3n(CCC(C)C)c(=O)c4sccc4n23)cc1Cl	?	-7%
COc1cc2ccccc2cc1C(=O)Nc1ccc2oc(-c3ccc(F)cc3)nc2c1	-8%	-8%
O=C1CS(=O)(=O)C2(C(=O)N(Cc3ccccc3)c3ccccc32)N1c1ccc(F)c(Cl)c1 (configuration not stated)	7%	-10%
O=C(/C=C/c1cccc(Br)c1)c1ccc(O)c(CCCl)c1	-17%	-1%
Cc1ccc(C(=O)O)cc1NC(=O)c1nsc2ccccc12	0%	-4%
COCCCNC(=O)CSc1c2c(nc3ccc(Cl)cc13)CCCC2	-5%	3%[57.5 µM]
O=C(CC1CCCC1)Nc1ccc2c(c1)-c1ccccc1C2	4%	0%
Cc1ccc(/C=C(/C#N)c2ccc(C(F)(F)F)cn2)s1	-6%	5%
Cc1ccc(C(=O)CSc2nc3ccccc3c(=O)[nH]2)cc1C	-3%	0%
CCC(C)N(C(=S)Nc1cc(F)cc(F)c1)C1CCN(C(C)=O)CC1 (configuration not stated)	8%	-2%
Cc1cc(NC(=O)COc2c(Cl)cccc2Cl)n(C)n1	-2%	-4%
